GSH fluor: compound fluorescence on glutathione beads, profiling panel, artefact control, biophysical, 488/530 nm, flow cytometry | GSH beads flow cytometry, compound fluorescence 488/530 nm; active compounds read high | fluorescence (KMESF) at 10 µM | actives 0.25% (n = 190,000); in the data active = fluorescence above about 89;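 note: glutathione beads carrying GST-tagged Bcl family fusion proteins plus one bare bead set; values are compound well signal with DMSO vehicle wells as background; inactives centre near 16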
Avidin fluor: green autofluorescence of compounds with avidin beads – biophysical, 488/530 nm, flow cytometry, artefact control, profiling panel; compound fluorescence 488/530 nm; active compounds read high; fluorescence (KMESF) at 10 µM; actives 0.38% (n = 220,000); AID 1775, 2009; in the data active = fluorescence above about 47; note: inactives centre near 10
Bim-Bcl-2: inhibitors of Bim-Bcl-2 binding, primary screen, biochemical, multiplexed, human Bcl-2 family; Apoptosis regulator Bcl-2 (Homo sapiens), P10415; actives 0.06% (n = 190,000); Bead-based flow cytometry, Bim peptide-Bcl-2 binding; inhibition, % at 10 µM; in the data active = inhibition above about 40%; inconclusive = no clear call, values can overlap the other calls;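 note: 0% = no compound wells with probe peptide and 100% = reference peptide inhibitor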
Target sequence (P10415 whole entry, looked up): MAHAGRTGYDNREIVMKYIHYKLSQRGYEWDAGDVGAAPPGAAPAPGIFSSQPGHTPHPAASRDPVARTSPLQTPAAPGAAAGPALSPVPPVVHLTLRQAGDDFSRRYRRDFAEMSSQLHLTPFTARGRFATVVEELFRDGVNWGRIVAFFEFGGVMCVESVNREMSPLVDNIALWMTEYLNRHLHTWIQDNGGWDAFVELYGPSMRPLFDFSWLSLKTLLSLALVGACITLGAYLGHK
ABCG2 inh: ABCG2 efflux pump inhibitors, primary screen, multiplex with ABCB1, IgMXP3 cells, flow cytometry; JC-1 efflux; inhibition, % at 6.6 µM; actives 0.1% (n = 190,000);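 active = inhibition above 80%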;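 note: 0% = DMSO and 100% = nicardipine control wells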
Target sequence (Q9UNQ0 whole entry, looked up): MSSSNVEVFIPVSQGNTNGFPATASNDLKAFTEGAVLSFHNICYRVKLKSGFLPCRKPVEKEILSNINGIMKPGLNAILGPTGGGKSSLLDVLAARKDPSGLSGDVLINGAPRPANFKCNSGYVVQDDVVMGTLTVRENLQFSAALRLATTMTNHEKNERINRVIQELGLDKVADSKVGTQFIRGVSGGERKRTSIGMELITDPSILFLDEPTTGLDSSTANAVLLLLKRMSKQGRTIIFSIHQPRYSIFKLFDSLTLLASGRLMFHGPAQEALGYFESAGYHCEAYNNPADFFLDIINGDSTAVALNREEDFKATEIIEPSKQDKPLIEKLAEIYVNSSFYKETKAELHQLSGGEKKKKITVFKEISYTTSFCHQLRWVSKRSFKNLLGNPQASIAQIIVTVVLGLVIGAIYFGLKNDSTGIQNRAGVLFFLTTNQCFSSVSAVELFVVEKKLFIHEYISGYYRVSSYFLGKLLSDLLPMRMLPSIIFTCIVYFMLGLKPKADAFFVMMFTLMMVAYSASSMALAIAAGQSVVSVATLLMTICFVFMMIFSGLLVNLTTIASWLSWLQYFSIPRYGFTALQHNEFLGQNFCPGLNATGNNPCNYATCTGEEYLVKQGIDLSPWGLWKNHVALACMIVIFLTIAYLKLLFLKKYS
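Test system: ABCG2 IgMXP3 and barcoded ABCB1 CCRF-Adr cell mix; Schedule: cells with compound and JC-1, 10 min at 25 °C, rotating, no wash; Technique: flow cytometry of retained JC-1 fluorescence; Measure: % inhibition of efflux relative to nicardipine and DMSO; Controls: nicardipine high and DMSO low controls.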
ABCB1 block: ABCB1 efflux pump inhibitors, primary screen, cell-based, multiplex, flow cytometry, ABCG2 counter-screen; actives 0.067% (n = 190,000); inhibition, % at 6.6 µM; ATP-dependent translocase ABCB1 (Homo sapiens), P08183; AID 1326, 2008; CCRF-Adr cells, JC-1 efflux; in the data active = inhibition above about 40%;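 note: 0% = vehicle and 100% = reference inhibitor; higher value means more JC-1 retained so stronger ABCB1 efflux block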
Bim-Bcl-W: inhibitors of Bim binding to Bcl-W, primary screen, biochemical, multiplexed, bead-based flow cytometry | Bcl-2-like protein 2 (Homo sapiens), Q92843 | Bim peptide-Bcl-W binding | inhibition, % at 10 µM | actives 0.02% (n = 190,000);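 note: 0% = bound tracer without compound and 100% = peptide blocker; higher means less fluorescent Bim peptide bound to Bcl-W beads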
Target sequence (Q92843 whole entry, looked up): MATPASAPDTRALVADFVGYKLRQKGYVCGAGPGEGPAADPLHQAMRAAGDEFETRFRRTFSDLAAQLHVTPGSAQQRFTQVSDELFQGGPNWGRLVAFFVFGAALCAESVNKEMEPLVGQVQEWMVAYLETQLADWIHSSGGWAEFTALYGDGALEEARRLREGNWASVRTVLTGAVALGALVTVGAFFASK
Bcl-B Bim block: inhibitors of Bim-Bcl-B binding, primary screen, biochemical, multiplexed, human Bcl-2 family. actives 0.073% (n = 190,000). AID 951, 2007. inhibition, % at 10 µM. bead-based flow cytometry, Bim peptide-Bcl-B binding. Bcl-2-like protein 10 (Homo sapiens), Q9HD36;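 note: 0% = tracer peptide without compound and 100% = reference inhibitor peptide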
RGS4-Gao reg: modulators of RGS4 binding to Galphao, primary screen, biochemical, multiplexed bead flow cytometry. Guanine nucleotide-binding protein G(o) subunit alpha (Homo sapiens), P09471. actives lie on both sides. binding response (% of control), % at 10 µM. actives 0.33% (n = 220,000); in the data active = binding response below about 49% or above about 150%; inactive = in between;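 note: fluorescent Galphao activated with aluminum fluoride binding bead-coupled RGS4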
Bim-Bfl-1: inhibitors of Bim binding to Bfl-1, primary screen, biochemical, multiplexed, bead-based flow cytometry; Bcl-2-related protein A1 (Homo sapiens), Q16548; Bim-Bfl-1 binding inhibition; inhibition, % at 10 µM; actives 0.12% (n = 190,000); AID 1008, 2008;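 note: 0% = wells without compound plus tracer and 100% = blocker peptide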
RGS7-Gao reg: RGS7-Galphao binding modulators, primary screen, biochemical, multiplexed bead flow cytometry | Guanine nucleotide-binding protein G(o) subunit alpha (Homo sapiens), P09471 | actives lie on both sides | binding response (% of control), % at 10 µM | actives 0.35% (n = 220,000) | AID 1439, 2008; in the data active = binding response below about 49% or above about 150%; inconclusive = no clear call, values can overlap the other calls; inactive = in between;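 note: fluorescent Galphao held in activated GDP-AlF4 state binding bead-coupled RGS7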
Bim-Bcl-XL: inhibitors of Bim-Bcl-XL binding, primary screen, biochemical, multiplexed, bead flow cytometry, human Bcl-XL; Bcl-2-like protein 1 (Homo sapiens), Q07817; Bim peptide-Bcl-XL binding, fluorescence; inhibition, % at 10 µM; actives 0.04% (n = 190,000)
* marks the source's active call; other numbers are inactive results; ? = inconclusive; / = not tested or not shown. Cut-off read from the data, not from the text of the source, unless noted: active = inhibition above about 40%.

SMILES	GSH fluor	Avidin fluor	Bim-Bcl-2	ABCG2 inh	ABCB1 block	Bim-Bcl-W	Bcl-B Bim block	RGS4-Gao reg	Bim-Bfl-1	RGS7-Gao reg	Bim-Bcl-XL
Clc1ccc(C2=Nc3cc(Cl)ccc3OC2)cc1	12	6	2	5	0.4	0	0	103	2	97	-1
CN=c1scc(-c2ccco2)n1/N=C/c1ccc(O)c(O)c1	12	8	2	0	-0.1	2	-9	100	8	93	-3
O=C(CCN1CCN(C(c2ccccc2)c2ccccc2)CC1)N/N=C/c1ccc(O)cc1	11	11	-12	8	0.0	-12	-15	102	-11	102	-11
CC(C)=CCC/C(C)=C/C=N/NC(=O)c1cccc([N+](=O)[O-])c1	17	16	-5	28	1.3	-2	-7	104	-11	102	-5
CC1(C)C(=O)Nc2ccccc2N1C(=O)CN1C(=O)C(=O)N(C2CCCC2)C1=O	20	6	-4	1	0.8	-1	-1	102	-7	97	-3
COc1cc(NC(=O)COc2ccc(-n3ccnc3)cc2)cc(OC)c1	10	14	-1	4	0.6	-3	-3	108	-5	?	-1
CC(=O)Nc1ccc(S(=O)(=O)N2CCSC2c2ccc(Cl)cc2)cc1 (stereo not given)	265*	9	-3	1	-0.1	0	-4	97	-3	100	3
CN1CCN/C1=C(/C(Cl)=C(Cl)Cl)[N+](=O)[O-]	13	12	-2	0	-0.3	1	-1	99	-5	99	-2
C/C(=C\C(=O)C(F)(F)F)Nc1cc(C)cc(C)c1	13	36	0	2	0.3	-1	2	104	-1	102	-1
COc1ccc2nc(Nc3nc(CSc4nnc(C)s4)cc(=O)[nH]3)nc(C)c2c1	19	6	-5	16	-1.0	-6	-4	94	-4	100	-6
COc1ccc(S(=O)(=O)NC2CCCCC2)cc1-n1cnnn1	21	14	-2	2	0.4	2	2	99	-4	99	2
Cc1cc(C)nc(NC2=NCC(=O)N2c2ccc(Cl)cc2)n1	16	18	-4	8	0.8	1	-2	101	-2	97	-2
O=c1[nH]c(=O)n(CCc2ccc(F)cc2)c(O)c1C=NCc1ccc2c(c1)OCO2	22	36	-3	1	0.1	-5	-1	101	0	101	-6
COCCN(C(=O)COc1ccc(Cl)cc1)c1nnc(-c2cccnc2)s1	19	8	-4	-3	1.4	-1	0	104	3	97	-2
S=c1[nH]nc(CCc2ccccc2)n1-c1ccccc1	5	2	2	-1	0.1	1	-20	101	5	101	-3

The final two compounds of the section above lead into the next:
SMILES	GSH fluor	Avidin fluor	Bim-Bcl-2	ABCG2 inh	ABCB1 block	Bim-Bcl-W	Bcl-B Bim block	RGS4-Gao reg	Bim-Bfl-1	RGS7-Gao reg	Bim-Bcl-XL
COCCN(C(=O)COc1ccc(Cl)cc1)c1nnc(-c2cccnc2)s1	19	8	-4	-3	1.4	-1	0	104	3	97	-2
S=c1[nH]nc(CCc2ccccc2)n1-c1ccccc1	5	2	2	-1	0.1	1	-20	101	5	101	-3
Cc1ccc(N2CCN(S(=O)(=O)N3CCCCC3)CC2)c(C)c1	17	6	-1	1	0.5	-4	-5	101	0	107	0
COc1cccc(C2N(c3cccc(Cl)c3)C(=O)C3CCCN32)c1 (stereo not given)	19	6	-6	-3	-1.6	1	-3	78	-6	92	-4
Cc1ccc2c(c1)SC1=NC(c3ccccc3)(C(F)(F)F)NC(=O)N12 (stereo not given)	11	37	0	1	0.3	-1	-1	100	0	101	-4
O=C(NCCc1ccccc1)C1CCN(S(=O)(=O)N2CCCCCC2)CC1	23	6	1	2	0.6	0	2	99	7	99	3
CCOC(=O)C1(CCCc2ccccc2)CCN(C(=O)C2=C(C)OCCO2)CC1	9	3	-1	6	1.9	0	-4	98	-4	99	-2
Cc1cc(NC(=O)CSc2nc3ccccc3n2CC(=O)N2CC(C)CC(C)C2)no1 (stereo not given)	7	8	0	1	0.3	-1	-4	109	0	109	2
CC(=O)c1cccc(NC(=O)CCNS(=O)(=O)c2cccc3nsnc23)c1	10	39	-3	2	-0.1	4	0	100	0	101	0
Cc1ccc(C)n1N1C(=O)/C(=C\c2ccc(Cl)cc2)SC1=S	13	34	-2	-1	-0.5	-2	0	102	0	102	-1
CCn1c(N2CCN(CC(=O)c3c[nH]c4ccccc34)CC2)nc2c1c(=O)[nH]c(=O)n2C	24	4	-1	1	0.2	0	-5	94	-12	94	1
Brc1ccc(CSc2ncnc3nc[nH]c23)cc1	25	4	2	3	0.2	-1	0	96	-2	97	-2
Fc1ccc(NC(=S)Nc2ccc(Br)cc2)cc1	13	15	-5	0	21	-5	-12	105	-1	105	-8
COC(=O)c1ccc(OCC(=O)Nc2ccsc2C(=O)OC)cc1	17	9	-1	8	0.5	-2	-2	99	-4	?	-4
COc1ccc(CNC(=O)c2ccc(N3CCCC3=O)cc2)cc1	24	31	-11	-4	-0.3	-1	-10	96	-19	97	-10
CCOC(O)[C@H]1N[C@@H](c2ccc(Cl)cc2)[C@@H]([N+](=O)[O-])[C@@H]1c1ccccc1 (stereo not given in full)	10	3	-2	0	0.3	-4	-6	103	-2	103	-6
NC(=O)COC(=O)c1sc2cc(F)ccc2c1Cl	16	11	-1	0	0.0	3	0	102	-6	98	0

Shown as a hit in GSH fluor, among the entries above:
Compound	GSH fluor	Avidin fluor	ABCG2 inh	Bim-Bcl-W	Bcl-B Bim block	RGS4-Gao reg	Bim-Bfl-1	RGS7-Gao reg	Bim-Bcl-XL
CC(=O)Nc1ccc(S(=O)(=O)N2CCSC2c2ccc(Cl)cc2)cc1 (stereo not given)	265*	9	1	0	-4	97	-3	100	3

(further entries)
SMILES	GSH fluor	Avidin fluor	Bim-Bcl-2	ABCG2 inh	ABCB1 block	Bim-Bcl-W	Bcl-B Bim block	RGS4-Gao reg	Bim-Bfl-1	RGS7-Gao reg	Bim-Bcl-XL
Cc1ccc(S(=O)(=O)NCCCNS(C)(=O)=O)cc1	20	18	-3	1	0.3	0	0	104	1	100	-2
O=C(O)c1ccccc1S	20	7	-3	-1	-0.1	-6	-4	100	-1	98	-3
NC(=O)CSc1nnc(-c2cccs2)n1-c1ccccc1	13	32	-2	0	-0.1	0	1	98	0	99	2
COc1cccc(=O)c2c(C)n(-c3ccc(C(=O)O)cc3)c(C)c12	17	7	-3	-1	-0.6	0	-2	99	-3	99	0
COc1ccccc1/C=C/C(=O)NCC(=O)N/N=C/c1ccccc1[N+](=O)[O-]	11	4	3	2	0.9	0	1	95	5	99	0
CCN1/C(=C/c2cc[n+](CCCS(=O)(=O)[O-])c3ccccc23)Sc2ccccc21	11	11	2	1	0.2	7	-1	100	4	?	1
O=[N+]([O-])c1ccc(/C=N/n2cnc3ccccc32)s1	22	12	1	4	0.0	0	0	102	0	102	0
N#Cc1cnc(SCC(=O)Nc2ccccc2C(F)(F)F)nc1N	56	7	0	0	-0.4	-3	4	101	6	104	1
CCCCCCCCCCCCOC1OC(CO)C(O)C(O)C1NC(C)=O (stereo not given)	8	2	1	-1	0.0	0	0	99	0	102	-3
COc1cccc(-c2csc(N3CCN(C(=S)Nc4ccccc4)CC3)n2)c1	30	7	0	6	0.2	-1	-3	101	-1	101	-2
COc1ccccc1OCCOc1ccccc1/C=N/n1cnnc1	16	15	-5	7	0.8	-2	-6	102	-6	103	-6
CC(/C=C/c1ccccc1)=N/NC(=O)c1cc([N+](=O)[O-])cc([N+](=O)[O-])c1	9	14	-9	6	-0.1	-7	-11	102	-10	104	-8
O=C(CNC(=O)c1cccs1)OCC(=O)c1ccc2ccccc2c1	11	34	-3	0	0.0	0	-2	101	-1	100	-1
O=C(NCc1cccnc1)c1cccc2c1C(=O)N(C1CCCCC1)C2	22	4	-6	5	1.6	0	-6	100	-12	100	-1
Nc1nc(-c2cccs2)cs1	14	32	-2	1	0.4	1	2	103	-1	101	2
Cc1ccc(CNC(=O)COc2ccc3c(c2)CCC3)cc1	11	9	0	10	4.5	-5	-8	95	-1	99	-5
CCc1sc(N(C(=O)Cc2ccccc2)c2ccc(F)cc2)nc1-c1ccccc1	23	27	-5	-1	0.0	4	0	103	-8	100	2
Cc1ccc(CN2CCSc3ccc(C(=O)NCc4ccco4)cc32)cc1	8	13	-3	16	0.9	-1	-6	102	-6	106	-2
Cc1ncc([N+](=O)[O-])n1CC(=O)NCCc1ccccc1	11	5	-2	2	0.6	-4	-2	92	1	89	-3
Cc1ccc(NC(=O)C(SCC(=O)O)c2ccccc2)cc1C (stereo not given)	67	8	-5	4	0.7	2	-5	101	-10	101	-1
COC(=O)CS(=O)(=O)c1ccc2c(c1)CC(=O)N2	28	15	-2	-6	-6.5	-1	-7	97	0	100	-1
O=C(Nc1ccc2c(c1)OCO2)NC1(C(F)(F)F)Oc2ccccc2O1	4	17	0	1	0.6	0	0	100	0	102	0
COc1ccccc1CNC(=O)c1ccc(Br)o1	17	10	1	2	0.2	-3	-6	97	0	103	-2
CN1CCN(CCCNC(=O)c2cn(C3CCCCC3)c(=O)c3c2c2ccccc2n3C)CC1	13	9	-10	1	0.4	2	-5	99	-9	98	-3
O=C(NC1CCS(=O)(=O)C1)c1cc(-c2ccccc2)nc2ccccc12 (stereo not given)	17	9	0	3	0.9	0	-1	98	-5	?	0
O=C(NCCc1ccccc1)C1CCN(S(=O)(=O)N2CCCC2)CC1	52	7	-6	0	0.0	-1	-10	106	-3	105	-4
Cc1ccc(N2C(SCC(=O)O)=NC(=Nc3cccc(C)c3)C23CCCC3)cc1	14	9	2	0	0.5	4	-2	93	-4	91	1
CC(C)OC(=O)Cn1nnc2c(cnn2-c2ccccc2)c1=O	31	7	?	20	0.3	/	/	101	/	103	/
COC(=O)C1=C(C)NC(=O)/C1=C\c1cccs1	12	18	-2	2	0.8	-2	-2	108	-1	106	0
O=C(CN1CCCCCCC1)N/N=C/c1ccccc1F	14	15	-6	2	0.3	-6	-10	100	-18	102	-8
Cc1ccc(NC(=O)CSc2nnc(-c3ccncc3)n2N)cc1C	42	7	-10	1	0.4	-1	-9	102	-13	100	3
CC(=O)C1=C(O)CC(c2ccccc2)CC1=NCCc1c(C)[nH]c2ccccc12 (stereo not given)	16	5	-1	7	2.8	1	-2	98	1	95	-3
C=CCn1cccc(C(=O)Nc2ccc(OC)cc2OC)c1=O	12	21	-1	4	1.1	-1	-2	102	-3	106	0
COc1ccc(CCNC(=O)COC(=O)c2ccc(N3CCCC3=O)cc2)cc1	12	6	1	26	0.8	-6	0	92	6	92	-3
CCC1(CC)C(=O)N(C)C(=O)NC1=Nc1ccccc1	273*	9	-3	0	0.2	1	-6	104	-14	103	0
O=C(/C(=C/c1cccc(Cl)c1)c1nc2ccccc2[nH]1)c1ccccc1	11	8	-1	0	-0.2	1	-1	97	-2	102	-1
